# Screening results: PubChem, Sanford-Burnham Center for Chemical Genomics
# ATG4B inhibitor: inhibitors of human ATG4B cysteine protease; Q9Y4P1; ATG4B cleavage of LC3-PLA2, NBD-HPC fluorescence, 1 h; inhibition, % at 8.33 µM; hit rate 0.51% among 340,000; in the data active = inhibition above about 40%
# SENP8 inh: blocks human SENP8 cleavage of Nedd8 substrate; recombinant SENP8, Nedd8 substrate fluorescence; inhibition, % at 20 µM; hit rate 0.64% among 360,000; in the data active = inhibition mostly above about 40%, no sharp cut-off; inactive = mostly below about 27%
# Target sequence (Q96LD8 whole entry, looked up): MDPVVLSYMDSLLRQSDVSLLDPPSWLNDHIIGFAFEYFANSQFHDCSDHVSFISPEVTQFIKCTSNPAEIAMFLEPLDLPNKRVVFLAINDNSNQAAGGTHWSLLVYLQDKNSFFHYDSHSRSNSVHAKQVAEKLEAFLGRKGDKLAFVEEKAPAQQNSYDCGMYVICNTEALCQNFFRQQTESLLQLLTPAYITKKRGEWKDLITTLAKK
# NR3A LBD binder: NR3A (human) ligand-binding domain modulation. NR3A LBD differential scanning fluorimetry, Tm shift; 0% = protein alone, 100% = glycine-bound protein. Tm shift relative to glycine control, % at 25 µM. hit rate 2.5% among 340,000;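 active = melting temperature shift of at least 10% of the positive control shift, at one fixed dose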
# SENP1 FRET inh: SENP1 (human) catalytic domain inhibition. Q9P0U3. recombinant SENP1 catalytic domain, CyPet-SUMO1-YPet FRET cleavage. inhibition, % at 10 µM. hit rate 0.21% among 360,000. AID 624204;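 active = inhibition at least 30% at 10 µM, raw YFP signal under a set limit, fluorescence ratio 0.5 to 1.5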;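 note: 0% = enzyme with DMSO and 100% = no enzyme wells; some results filed as inactive read as strong as hits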
# Target sequence (Q9P0U3 419-644 limits assumed): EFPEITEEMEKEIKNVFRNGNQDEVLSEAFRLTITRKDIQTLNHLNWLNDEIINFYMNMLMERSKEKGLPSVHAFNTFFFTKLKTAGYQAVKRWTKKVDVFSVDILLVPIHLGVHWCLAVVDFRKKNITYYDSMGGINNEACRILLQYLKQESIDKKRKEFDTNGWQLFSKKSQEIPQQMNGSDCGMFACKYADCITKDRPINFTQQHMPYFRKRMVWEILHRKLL
#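 Test system: human SENP1 catalytic domain; medium: Tris pH 8 buffer plus EDTA, NaCl, BME, BSA, NP40, catalase; incubation: 50 min reaction at room temperature; technique: FRET, CFP and YFP emission; controls: no-enzyme low control and enzyme-plus-DMSO high control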
# PfGluPho inh: PfG6PD (Plasmodium falciparum) enzyme inhibition; PfGluPho enzyme, NADPH resazurin-diaphorase fluorescence; inhibition, % at 20 µM; hit rate 0.78% among 350,000; AID 504690;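 active = inhibition reaching at least a set limit at 20 µM in the primary screen, cut at about 59% in these data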;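 note: 0% = DMSO wells with substrate and 100% = DMSO wells lacking glucose-6-phosphate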
# SENP6 block: SENP6 protease inhibition; Recombinant SENP6 catalytic domain, aminoluciferin luminescence; inhibition, % at 10 µM; hit rate 1.8% among 330,000;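 active = inhibition above about 50% at the single tested dose, limit read from the data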;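 note: plate controls were DMSO wells with enzyme for no effect and DMSO wells lacking enzyme for full effect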
# Target sequence (Q9GZR1 628-1112 limits assumed): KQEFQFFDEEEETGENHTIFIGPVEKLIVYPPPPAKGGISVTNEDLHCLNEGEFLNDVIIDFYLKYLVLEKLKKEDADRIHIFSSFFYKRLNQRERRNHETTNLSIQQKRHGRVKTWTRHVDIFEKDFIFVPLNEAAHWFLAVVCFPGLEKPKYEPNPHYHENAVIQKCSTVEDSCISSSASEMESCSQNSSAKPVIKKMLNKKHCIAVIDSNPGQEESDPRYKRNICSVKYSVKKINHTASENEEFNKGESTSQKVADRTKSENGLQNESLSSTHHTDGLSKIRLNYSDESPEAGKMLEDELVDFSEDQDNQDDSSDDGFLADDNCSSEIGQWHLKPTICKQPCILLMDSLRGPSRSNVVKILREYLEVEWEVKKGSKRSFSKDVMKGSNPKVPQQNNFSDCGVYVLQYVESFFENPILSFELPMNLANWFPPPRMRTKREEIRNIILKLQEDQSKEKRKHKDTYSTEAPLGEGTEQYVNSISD
# MPTP block: permeability transition pore inhibition | AID 602449 | hit rate 1.4% among 360,000 | isolated mouse mitochondria, Ca2+ swelling absorbance, 30 min | inhibition, % at 10 µM;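 active = inhibition of 50% or more, scaled per plate between neutral and stimulator controls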;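 note: 0% = DMSO wells given calcium and 100% = 1 mM EGTA wells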
# hIAP act: increases human intestinal alkaline phosphatase activity. P09923. purified human IAP, CDP-Star luminescence, 30 min; stronger effect = higher value; 1 = vehicle-only enzyme, 0 = enzyme-free background. activation factor at 10 µM. hit rate 0.16% among 330,000. AID 2524;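 active = activation factor of the enzyme at least 2-fold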; note: the source names both 10 and 20 µM as test concentration; values of inactives mirror those of a sister screen read the other way
# * hit, by the source's call; . = not tested or not shown.
1) COc1ccc(N2CCN(C(=O)C3CCCN(S(=O)(=O)c4ccc(F)cc4)C3)CC2)cc1 (stereo not given)
2) C/C(CC(=O)NC1CCCC1)=N\NC(=O)Cc1csc(N)n1
3) CCOC(=O)N1CCN(c2c(N3CCN(c4cccc(C(F)(F)F)c4)CC3)c(=O)c2=O)CC1
4) CC[N+](CC)(CC)CC(=O)Nc1c(C)cccc1C
5) CCSc1nnc2ccc(-c3ccco3)nn12
6) Cc1ccc([N+](=O)[O-])cc1N/C=C1\CCCCC1=O
7) CC(OC(=O)Cc1n[nH]c(=O)c2ccccc12)C(=O)Nc1ccc(F)cc1 (stereo not given)
8) COc1ccc(NC(=O)O/N=C/c2ccccc2Cl)cc1
9) CSc1ccc(Cl)c(C(=O)NNC(=O)c2csc(N3CCOCC3)n2)c1
10) Cc1ccc(N2C(=O)N(CC(=O)Nc3ccc(C)cc3C)C(=O)C2C)cc1 (stereo not given)

Assay by compound	1	2	3	4	5	6	7	8	9	10
ATG4B inhibitor	-9	7	-2	0	-7	-1	-15	-9	-7	0
SENP8 inh	8	18	-11	1	15	-46	-1	26	-10	6
NR3A LBD binder	-1	0	0	-3	-1	0	1	1	-1	0
SENP1 FRET inh	2	2	1	1	2	-24	1	2	3	1
PfGluPho inh	-2	-7	1	-10	10	41	12	8	-8	-1
SENP6 block	7	-8	-9	-6	9	-8	-15	34	-12	3
MPTP block	0.2	-2.2	2.3	-0.2	-0.4	-0.2	-2.0	-0.1	-1.6	-1.5
hIAP act	1.1	1.2	0.97	0.88	0.98	0.9	0.98	1.1	1.8	1.1

11) COC(=O)c1cn(-c2cccc(C)n2)cn1
12) O=C(NCc1ccncc1)c1cc(C(=O)C2CC2)c[nH]1
13) C/C(=N\NC(=O)c1cc2c(s1)CCC(C)C2)c1ccncc1 (stereo not given)
14) CCn1c(Cc2ccccc2)nnc1SCC(=O)Nc1nnc(-c2ccccc2)s1
15) Cc1cc(C)c(NC(=O)COC(=O)Cc2cccs2)c(C)c1
16) O=C(CSc1n[nH]c(-c2ccc(Cl)cc2Cl)n1)Nc1ccccn1
17) O=C(O)CCN1C(=O)c2ccc(NC(=O)COc3ccccc3)cc2C1=O
18) Cc1cc(C)cc(NC(=O)C(NCCN2CCOCC2)c2ccccc2)c1 (stereo not given)
19) O=C(Nn1cnc2ccccc2c1=O)c1ccc(F)cc1Cl
20) Cn1c(=O)c2nc(-c3ccccc3)oc2c2ccccc21

Assay by compound	11	12	13	14	15	16	17	18	19	20
ATG4B inhibitor	-8	10	-15	-8	-6	2	-1	-9	-7	-24
SENP8 inh	4	3	5	-18	-22	2	-99	9	5	-306
NR3A LBD binder	-1	-1	-6	1	0	-10	1	0	-2	0
SENP1 FRET inh	-2	0	1	1	3	1	4	1	2	0
PfGluPho inh	2	15	-9	-20	-2	-7	-6	9	21	8
SENP6 block	-31	-12	-7	-10	-11	-11	-9	-23	6	-11
MPTP block	0.0	-0.4	2.4	1.8	-0.4	-2.0	-1.0	2.9	0.6	-0.3
hIAP act	0.95	1	1.1	0.87	1	1.1	1.3	1.2	1	0.93

21) CCOC(=O)C1=C(COC(=O)c2cccnc2Cl)NC(=O)NC1C (stereo not given)
22) Cc1noc(C)c1CSc1nnc(-c2ccncc2)n1-c1cccc(Cl)c1C
23) COc1ccc(-c2ccc3c(c2)S(=O)(=O)c2cccc(C(=O)NCCOc4ccccc4Cl)c2C3=O)cc1OC
24) COC(=O)c1c(C)nc(C)c2c(=O)oc3ccccc3c12
25) Cc1ccccc1OCC(=O)NC(=S)Nc1ccc2c3c(cccc13)CC2
26) Cc1cc(C(=O)O/N=C(\N)c2ccc(C(C)(C)C)cc2)no1
27) COc1ccc(C(=O)CSc2nnc(C3CCCCC3)n2N)c(OC)c1
28) CC1=C(C(=O)OCCCBr)C(c2ccc3c(c2)OCO3)NC(=O)N1 (stereo not given)
29) c1ccc(-c2noc(C34CC5CC(CC(C5)C3)C4)n2)nc1
30) O=C(CSc1ccc2nnc(-c3ccncc3)n2n1)Nc1ccc2c(c1)OCCO2

Assay by compound	21	22	23	24	25	26	27	28	29	30
ATG4B inhibitor	-10	-9	8	-8	8	-6	-3	-5	9	-3
SENP8 inh	3	16	12	9	5	8	14	14	28	10
NR3A LBD binder	0	0	-5	-4	2	6	7	-1	0	-1
SENP1 FRET inh	2	-3	29*	2	1	2	1	-2	3	4
PfGluPho inh	3	-6	1	-11	-1	20	17	-15	-5	12
SENP6 block	5	-17	-5	5	-20	-12	5	-10	-11	5
MPTP block	-2.2	0.5	0.1	3.2	0.0	-1.3	-2.5	0.2	-0.9	-1.2
hIAP act	0.9	0.95	0.93	1	1	0.98	1.1	1	0.99	1

31) COc1ccccc1Nc1ncnc2c1c(C)c(C)n2CCCN(C)C
32) COC(=O)c1cc(OC)c(OC)cc1NC(=O)c1cccc(OC)c1OC
33) Cc1nnsc1S(=O)c1ccc(Cl)c(Cl)c1 (stereo not given)
34) COc1ccc(NC(=O)CN(C)C(=O)CNC(=O)Cc2cccc3ccccc23)cc1
35) CC1CN(c2ccccc2)NC1=O (stereo not given)
36) O=[N+]([O-])c1cc(F)c(N2CCCCC2)cc1N1CCOCC1
37) O=C(Nc1ccc(N2CCOCC2)cc1)C1CCN(S(=O)(=O)c2ccccc2F)CC1
38) C=CCc1ccc(OCCCCN2CCC(C)CC2)c(OC)c1
39) CN(C)c1ccc(NC(=O)COC(=O)Cn2nnc3ccccc32)cc1
40) O=C(Nc1cccc(F)c1)NC1(C(=O)N2CCC(O)CC2)CCCCC1

Assay by compound	31	32	33	34	35	36	37	38	39	40
ATG4B inhibitor	-11	-12	-10	-5	-1	3	-7	0	-8	2
SENP8 inh	-24	-3	15	6	19	19	11	18	15	11
NR3A LBD binder	-4	-1	3	6	0	-2	-1	8	0	0
SENP1 FRET inh	1	2	1	1	1	4	3	2	3	1
PfGluPho inh	-11	21	0	-2	106*	4	17	8	49	4
SENP6 block	1	-2	-2	8	13	-6	-1	2	-15	-3
MPTP block	1.0	0.7	0.1	-2.0	0.4	-0.5	1.8	0.1	-0.1	-1.4
hIAP act	1.1	0.97	0.89	1.1	0.84	0.84	1.1	1	1.1	0.86

41) COc1ccccc1N1CCN(Cc2nc3ccccc3[nH]2)CC1
42) COc1cc(OC)cc(C(=O)NC2CC3CCC(C2)N3C)c1 (stereo not given)
43) COC(=O)c1c(C(=O)OC)c2cc(C)ccn2c1Cl
44) N#Cc1ccc(OCC(=O)NCCCn2ccnc2)cc1
45) COC(=O)c1cccc(NC(=O)Nc2ccc(Cl)cc2)c1
46) COc1ccc(C(=O)CC(=O)C(=O)Nc2cccc(F)c2)cc1
47) COc1ccc(N=Cc2[nH]c3ccccc3c2O)cc1
48) COc1cccc(NC(=O)CSc2nnc(CNC(=O)c3ccccc3F)o2)c1
49) CCC(=O)Nc1ccc2nn(-c3ccc(F)cc3)nc2c1
50) Cc1ccc2cccc(NC(=O)C(F)(F)F)c2n1

Assay by compound	41	42	43	44	45	46	47	48	49	50
ATG4B inhibitor	-1	3	-8	1	5	-2	-5	0	0	-13
SENP8 inh	-5	-1	-416	9	12	-36	-19	9	-422	28
NR3A LBD binder	1	0	2	-10	35*	-3	-4	-6	-10	-2
SENP1 FRET inh	-2	4	-9	-1	1	-3	-4	1	-83	-4
PfGluPho inh	10	-4	20	-2	-11	-13	59*	1	15	4
SENP6 block	21	-19	-4	-16	-4	7	6	-4	77*	-15
MPTP block	-2.1	0.6	-3.7	-1.6	77*	1.8	5.5	-1.8	0.4	0.4
hIAP act	1.1	1.1	0.85	1.1	1	0.87	1.3	1.1	1.3	1

51) NC(N)=NN=C1CCC(c2ccccc2)CC1 (stereo not given)
52) O=C(c1ccc2ccccc2c1)C1CCCN(C(=O)c2noc3c2CCCC3)C1 (stereo not given)
53) CC(C)Oc1nc(-c2ccccc2Cl)nc2ccccc12
54) Cc1c(C(c2ccccc2)c2c(C)n(C)n(-c3ccccc3)c2=O)c(=O)n(-c2ccccc2)n1C
55) Clc1ccc(C(c2cccs2)N2CCNCC2)cc1 (stereo not given)
56) C/C(=N\NC(=O)c1ccc(C)cc1)C1C(=O)c2ccccc2C1=O
57) CCS(=O)(=O)c1nc(S(=O)(=O)c2ccc(Cl)cc2)c(NCCCN2CCCC2=O)s1
58) O=C(Nc1cccc2ccccc12)NC1CCCCC1O (stereo not given)
59) N#Cc1ccsc1NC(=O)CCN1CCN(C(c2ccccc2)c2ccccc2)CC1
60) Cc1cc(NC(=O)CSc2nnc(-c3cccnc3)n2Cc2ccccc2)no1

Assay by compound	51	52	53	54	55	56	57	58	59	60
ATG4B inhibitor	-4	-22	8	-4	.	-7	0	6	-10	-2
SENP8 inh	24	14	6	6	23	38	18	-47	13	-1
NR3A LBD binder	1	-2	0	2	.	0	-3	-3	0	-1
SENP1 FRET inh	-1	-3	-1	1	3	2	1	0	-7	0
PfGluPho inh	1	8	-10	4	4	-16	-6	-13	2	-15
SENP6 block	-22	-14	-20	15	.	92*	-19	4	-11	-18
MPTP block	-0.2	-0.9	2.0	-0.5	3.1	58*	-0.5	-0.1	2.1	0.5
hIAP act	0.94	1.2	0.99	1.1	.	1.1	1.3	1.2	1.1	0.87

# 6 neighbouring records out of the list so far:
51) NC(N)=NN=C1CCC(c2ccccc2)CC1 (stereo not given)
52) O=C(c1ccc2ccccc2c1)C1CCCN(C(=O)c2noc3c2CCCC3)C1 (stereo not given)
53) CC(C)Oc1nc(-c2ccccc2Cl)nc2ccccc12
54) Cc1c(C(c2ccccc2)c2c(C)n(C)n(-c3ccccc3)c2=O)c(=O)n(-c2ccccc2)n1C
55) Clc1ccc(C(c2cccs2)N2CCNCC2)cc1 (stereo not given)
56) C/C(=N\NC(=O)c1ccc(C)cc1)C1C(=O)c2ccccc2C1=O

Assay by compound	51	52	53	54	55	56
ATG4B inhibitor	-4	-22	8	-4	.	-7
SENP8 inh	24	14	6	6	23	38
NR3A LBD binder	1	-2	0	2	.	0
SENP1 FRET inh	-1	-3	-1	1	3	2
PfGluPho inh	1	8	-10	4	4	-16
SENP6 block	-22	-14	-20	15	.	92*
MPTP block	-0.2	-0.9	2.0	-0.5	3.1	58*
hIAP act	0.94	1.2	0.99	1.1	.	1.1

# Next compounds
61) O=C(NCc1ccc2c(c1)OCO2)c1nnc(Cc2ccc(Cl)cc2)o1
62) O=C1OC(c2ccccc2)=C/C1=C/N1CCOCC1
63) COc1ccccc1-n1cc2c([N+](=O)[O-])cc([N+](=O)[O-])cc2n1
64) Cc1ccccc1C(=O)NC(CC(C)C)C(=O)NCC(C)(C)N1CCOCC1 (stereo not given)
65) O=C(NCC1(c2ccccc2)CCOCC1)c1ccc(Br)o1
66) Cc1ccc(CC(CC(=O)O)C(=O)NCc2ccccc2)cc1 (stereo not given)
67) Cc1ncc([N+](=O)[O-])n1CCOC(=O)c1ccc(Br)cc1
68) O=C(Nc1nccs1)C(NS(=O)(=O)c1ccc(Br)s1)c1ccccc1 (stereo not given)
69) COc1cccc(-c2[nH]nc3c2C(c2ccsc2)C(C#N)=C(N)O3)c1 (stereo not given)

Assay by compound	61	62	63	64	65	66	67	68	69
ATG4B inhibitor	3	-8	16	-7	-6	0	-6	2	-11
SENP8 inh	7	7	21	10	5	18	12	11	-5
NR3A LBD binder	-1	1	-1	0	1	0	0	-33	-14
SENP1 FRET inh	-1	-1	1	0	0	3	2	-1	-42
PfGluPho inh	-5	7	6	-7	14	-20	-4	6	61*
SENP6 block	9	-8	7	-8	5	0	0	0	29
MPTP block	-1.2	0.2	0.3	-0.6	-0.4	-0.8	-1.4	3.2	33
hIAP act	1.1	1.1	0.94	0.97	0.92	1.1	1.1	0.98	0.9

# No enrichment for hits. Share with any hit: about 6.7%.
